Screening results as filed in PubChem BioAssay.
CR mimetic SO – yeast age-related superoxide inhibition as caloric restriction mimetic; S. cerevisiae aged cells, superoxide DHE fluorescence; active compounds read low; superoxide response (% of plate mean), % at 10 µM; 330,000 compounds, 0.18% hits; AID 2690;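 active means superoxide response under a set limit, about three screen SD below normal, cut at about 65% in these data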;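 further: yeast aged for seven days with compound at 30 °C before DHE staining; 100% = average MFI of all compound-treated wells on the plate with controls excluded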
LAP4-GFP MLPCN – yeast TOR pathway LAP4-GFP modulation; 320,000 compounds, 0.34% hits; S. cerevisiae LAP4-GFP multiplex, flow cytometry GFP, 3 h; median GFP as percent of DMSO wells; GFP response vs DMSO, % at 10 µM;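 active means GFP response vs DMSO above a set limit, about the screen mean plus 3 SD, cut at about 150% in these data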
Efflux pump mplx – antifungal efflux pump inhibition, Nile Red retention. 330,000 compounds, 0.44% hits. S. cerevisiae Candida pump triplex. inhibition, % at 10 µM. AID 485275;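 active means plate passing quality check with inhibition over a set limit, or well fluorescence over plate mean plus 4 SD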;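 further: Nile Red retained in pooled yeast measured as flow cytometry median fluorescence; 0% = buffer negative control and 100% = Enniatin B positive control; higher means more Nile Red kept so more efflux inhibition; some compounds called inactive have numbers as strong as hits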
AGP1-GFP MLPCN – yeast TOR pathway AGP1-GFP modulation; S. cerevisiae AGP1-GFP multiplex flow cytometry, 3 h; GFP as percent of DMSO wells; 320,000 compounds, 0.02% hits; GFP response vs DMSO, % at 10 µM;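 active means GFP response relative to DMSO above a set limit, near screen average plus 3 SD, cut at about 150% in these data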;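 further: median GFP channel fluorescence of the gated AGP1 strain per well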
RPL19A TOR yeast – modulators of TOR pathway RPL19A-GFP in S. cerevisiae. AID 2025. percent response vs DMSO, % at 10 µM. 330,000 compounds, 0.3% hits. S. cerevisiae RPL19A-GFP strain, flow cytometry, 3 h; active compounds read low;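 active means percent response vs DMSO below 50%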;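 further: median channel GFP fluorescence of the barcoded RPL19A-GFP strain; ratio of sample median GFP to plate DMSO average so 100% = DMSO; lower means less RPL19A-GFP as with rapamycin TOR inhibition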
CIT2-GFP yeast – modulators of TOR pathway CIT2-GFP in S. cerevisiae. S. cerevisiae CIT2-GFP strain, flow cytometry, 3 h; 100 means same as DMSO wells. 320,000 compounds, 0.065% hits. GFP response vs DMSO, % at 10 µM;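 active means GFP response relative to DMSO above a set limit, near the screen mean plus 3 SD, cut at about 150% in these data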;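 further: ratio of well median GFP fluorescence to mean of DMSO wells on the plate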
MEP2 TOR yeast – yeast TOR pathway MEP2-GFP modulation; S. cerevisiae MEP2-GFP strain, flow cytometry GFP, 3 h; 100% = DMSO control level; GFP response vs DMSO, % at 10 µM; 330,000 compounds, 0.51% hits; AID 2016;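 active means GFP response versus DMSO above a set limit, roughly screen mean plus 3 SD, cut at about 180% in these data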;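 further: median GFP fluorescence of the barcode-gated MEP2-GFP cells per well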
AHR activator – activates the human aryl hydrocarbon receptor. P35869. AHR-responsive luciferase reporter cells, luminescence. activation, % at 5 µM. 320,000 compounds, 2.5% hits; in the data active means activation above about 47%;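 further: 0% = vehicle wells and 100% = reference agonist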
Target sequence (P35869 whole entry, looked up): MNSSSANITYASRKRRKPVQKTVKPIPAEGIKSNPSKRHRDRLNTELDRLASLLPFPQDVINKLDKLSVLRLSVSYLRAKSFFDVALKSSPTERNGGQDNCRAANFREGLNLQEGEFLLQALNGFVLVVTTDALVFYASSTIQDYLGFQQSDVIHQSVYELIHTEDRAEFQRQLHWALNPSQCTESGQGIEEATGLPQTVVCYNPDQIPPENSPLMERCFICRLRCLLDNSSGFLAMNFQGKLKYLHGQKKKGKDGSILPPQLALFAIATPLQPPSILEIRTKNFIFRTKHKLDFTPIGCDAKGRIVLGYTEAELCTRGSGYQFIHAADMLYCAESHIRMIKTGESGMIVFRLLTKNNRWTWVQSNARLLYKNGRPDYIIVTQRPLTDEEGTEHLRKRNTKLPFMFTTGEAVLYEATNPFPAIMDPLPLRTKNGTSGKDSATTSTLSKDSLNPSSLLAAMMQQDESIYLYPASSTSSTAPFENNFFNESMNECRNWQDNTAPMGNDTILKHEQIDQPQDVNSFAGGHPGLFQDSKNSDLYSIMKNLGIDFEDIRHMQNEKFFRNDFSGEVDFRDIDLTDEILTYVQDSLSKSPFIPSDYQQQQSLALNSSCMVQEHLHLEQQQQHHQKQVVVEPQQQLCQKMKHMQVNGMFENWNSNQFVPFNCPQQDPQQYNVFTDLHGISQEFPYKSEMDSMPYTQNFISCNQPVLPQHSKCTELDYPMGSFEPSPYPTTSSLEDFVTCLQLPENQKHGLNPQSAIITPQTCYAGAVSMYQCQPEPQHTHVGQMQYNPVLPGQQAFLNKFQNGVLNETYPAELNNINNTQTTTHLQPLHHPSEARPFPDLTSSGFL
An asterisk follows results filed as active; nt = no result given.

Results follow in this order: CR mimetic SO	LAP4-GFP MLPCN	Efflux pump mplx	AGP1-GFP MLPCN	RPL19A TOR yeast	CIT2-GFP yeast	MEP2 TOR yeast	AHR activator
Cc1ccc(C(=O)NNC(=O)c2ccc(S(=O)(=O)N3CCOCC3)cc2)cc1
→ 96	90	0.0	98	100	96	99	-1
COc1ccc(NC(=O)c2cccc(S(=O)(=O)N3CCN(C)CC3)c2)c(OC)c1
→ 106	86	0.4	91	94	86	88	1
CC(Oc1ccccc1)C(=O)N1CCC2(CC1)Oc1ccc(F)cc1C(=O)C21CC(c2ccccc2)=NO1 (configuration not stated)
→ 103	114	0.5	91	102	88	97	2
CCOc1ccc(NC(=O)CCN2CCN(S(=O)(=O)c3cc(Cl)ccc3OC)CC2)cc1
→ 102	98	-0.1	74	nt	118	102	6
Cc1cccc(Oc2nc(-c3cccc([N+](=O)[O-])c3)nc3ccccc23)c1C
→ 93	103	0.1	101	101	108	118	0
COC(=O)C1=C(C(=O)c2ccccc2)C(c2ccccc2)n2nnnc2N1 (configuration not stated)
→ 113	100	0.2	104	101	100	104	2
COc1c(F)c(F)c(C(=O)O)c(Nc2cccc(C)c2)c1F
→ 95	116	0.0	107	104	121	100	0
Cc1cccc(C(=O)NC(C)C2CC3CCC2C3)c1 (configuration not stated)
→ 91	111	-0.1	105	102	94	100	0
Cc1cc(O)c2c(C)c(CC(=O)N3CCN(C(=O)C4COc5ccccc5O4)CC3)c(=O)oc2c1 (configuration not stated)
→ 89	89	0.2	99	99	100	102	3
CSc1cccc(NC(=O)CSc2nnc(C)s2)c1
→ 119	100	0.1	89	95	93	96	3
CN(CC(=O)Nc1ccc(F)cc1)C(=O)CN1C(=O)NC2(CCCCC2)C1=O
→ 104	99	0.2	98	92	94	100	-2
Cc1c(NC(=O)CSc2nncc3ccccc23)c(=O)n(-c2ccccc2)n1C
→ 92	100	0.0	102	99	96	105	1
Cn1nnnc1SCc1ccc(C(=O)Nc2nccs2)cc1
→ 97	97	-0.1	94	94	102	100	7
O=C(NCCCN1CCOCC1)c1cc2ccccc2o1
→ 103	100	0.1	101	99	103	101	1
CC(NC(=O)c1ccccc1NC(=O)CSc1nnnn1C)c1ccccc1 (configuration not stated)
→ 94	97	-0.2	103	102	96	113	2
O=C(N/N=C/C=C/c1ccccc1)c1cnccn1
→ 99	104	0.0	98	96	100	108	37
CCN(CCO)Cc1csc2cc(C)ccc12
→ 118	86	7.5*	96	103	98	105	-1
Cc1c(NC(=O)CN2C(=O)NC(CCc3ccccc3)C2=O)c(=O)n(-c2ccccc2)n1C (configuration not stated)
→ 105	93	0.0	90	108	98	103	0
CCCCNC(=S)N/N=C/c1sccc1C
→ 87	110	-0.1	85	90	86	94	24
Nn1c(=O)[nH]c2ccccc2c1=O
→ 101	101	0.0	98	92	91	102	0
COc1cccc(-c2nnc(NC(C)=O)o2)c1
→ 89	97	-0.2	103	103	108	99	28
O=S(=O)(c1ccc(Br)cc1)N1CCN=C1SCc1cccc(F)c1
→ 105	112	0.0	104	95	108	105	1
COCc1cc(C)nc(OCC(=O)N/N=C\c2cc(C)n(-c3cccc(C(F)(F)F)c3)c2C)c1C#N
→ 96	112	-0.1	102	102	105	129	0
O=C(COC(=O)C1CC2CCCC(C1)C2=O)Nc1ccc(Cl)cn1 (configuration not stated)
→ 90	99	-0.1	101	97	96	100	3
O=C(Nc1cccc(C(=O)O)c1)/C(=C\c1ccccc1)NC(=O)c1ccccc1Cl
→ 107	100	0.0	112	106	112	103	0
NS(=O)(=O)c1ccc(Oc2ccc(S(N)(=O)=O)cc2)cc1
→ 105	110	-0.1	107	103	115	124	0
COCc1ccc(C(=O)N2CCCC(Nc3ccc(C(C)C)cc3)C2)o1 (configuration not stated)
→ 91	88	1.3	90	92	90	87	27
CCN(CC)c1nc(-c2ccccc2)ncc1S(=O)(=O)c1ccc(C)cc1
→ 112	108	-0.1	99	96	97	93	1
COC(=O)COc1ccc(S(=O)(=O)NCCC2=CCCCC2)cc1C
→ 96	100	0.0	96	93	100	96	-1
Cc1ccc(S(=O)(=O)Nc2ccc(N3CCN(C)CC3)nc2)cc1
→ 86	95	-0.2	105	101	107	99	0

Another view of some results above.
compound	CR mimetic SO	LAP4-GFP MLPCN	Efflux pump mplx	AGP1-GFP MLPCN	RPL19A TOR yeast	CIT2-GFP yeast	MEP2 TOR yeast	AHR activator
O=S(=O)(c1ccc(Br)cc1)N1CCN=C1SCc1cccc(F)c1	105	112	0.0	104	95	108	105	1
COCc1cc(C)nc(OCC(=O)N/N=C\c2cc(C)n(-c3cccc(C(F)(F)F)c3)c2C)c1C#N	96	112	-0.1	102	102	105	129	0

(continued)
Results follow in this order: CR mimetic SO	LAP4-GFP MLPCN	Efflux pump mplx	AGP1-GFP MLPCN	RPL19A TOR yeast	CIT2-GFP yeast	MEP2 TOR yeast	AHR activator
Nc1ccccc1Oc1ncc(C(F)(F)F)cc1Cl
→ 97	112	-0.1	99	104	108	108	1
CN(C)c1nc(Nc2ccc(Cl)cc2)nc(OCC#N)n1
→ 89	93	-0.2	96	94	89	92	49*
CC(C)n1nc(C(=O)NCc2ccc3c(c2)OCO3)c2ccccc2c1=O
→ 115	90	-0.3	103	102	108	102	8
NC(=O)C1=NOC(CNc2ncc(C(F)(F)F)cc2Cl)C1 (configuration not stated)
→ 86	97	0.1	97	95	94	102	4
COc1ccc(NC(=O)c2cccc(S(=O)(=O)N3CCN(c4ccccc4)CC3)c2)c(OC)c1
→ 89	93	0.1	97	96	97	101	-3
CC(C)(CNC(=O)c1cc2c(s1)CCCC2)N1CCOCC1
→ 106	103	0.2	99	96	93	101	2
Cc1ccc(C(C)NC(=O)c2c(-c3ccccc3)noc2C)cc1C (configuration not stated)
→ 99	80	5.7*	93	102	92	87	2
CCC(C)(NC(=O)c1ccccn1)C(=O)NC1CCCC1 (configuration not stated)
→ 90	118	0.0	112	106	102	113	-1
Cc1csc2c(N3CCN(C(=O)c4ccc(C(C)(C)C)cc4)CC3)ncnc12
→ 108	119	0.1	103	91	86	95	1
CCCCn1cnc2c1c(=O)n(CC(=O)c1cc(C)n(C)c1C)c(=O)n2CC(C)C
→ 92	100	0.0	104	97	100	105	0
CCc1ccc(CN(C)C(=O)C2CCC(=O)N(Cc3ccccn3)C2)cc1 (configuration not stated)
→ 93	93	0.3	96	100	104	105	-2
Cc1ccc(SCc2nc(-c3ccccn3)no2)cc1
→ 99	109	-0.2	99	100	99	104	-1
Cc1nc(N=C(N)N)nc2ccccc12
→ 115	106	0.4	97	97	96	108	6
O=C(Nc1nc2n(n1)C(c1ccccc1)C=C(c1ccccc1)N2)c1ccco1 (configuration not stated)
→ 101	105	0.1	nt	97	105	103	14
COC(=O)c1ccc(CO/N=C/c2cccc([N+](=O)[O-])c2)cc1
→ 101	110	0.0	105	108	109	108	2
O=C(NCc1ccc(F)cc1)N1CCc2ccccc2C1
→ 81	99	-0.1	99	100	97	105	3
O=C(Nc1sc2c(c1C(=O)c1ccc(Cl)cc1)CCCC2)c1cccnc1
→ 99	88	0.2	95	98	98	96	42
CCc1nnc(NC(=O)c2ccc(S(C)(=O)=O)cc2)s1
→ 98	94	0.0	97	96	90	105	13
C=CCN1CN=C(NS(=O)(=O)c2ccc(NC(C)=O)cc2)NC1
→ 108	90	0.0	101	101	101	99	2
COc1ccccc1Nc1nnc(SC(C)C(=O)NC2CC2)s1 (configuration not stated)
→ 118	101	0.0	104	103	104	100	3
CCC(C)(C)NC(=O)CN(Cc1ccc2c(c1)OCO2)C(=O)CCC(=O)Nc1nccs1
→ 104	104	-0.1	102	94	98	100	13
COCCN1C(=O)C(=O)/C(=C(/O)c2ccc(S(=O)(=O)N3CCOCC3)cc2)C1c1cccc(OC)c1 (configuration not stated)
→ 101	100	0.0	102	105	105	109	0
Cc1cccc(C)c1-n1c(C)cc(/C=N\Nc2ccc([N+](=O)[O-])cn2)c1C
→ 101	112	0.1	92	102	98	115	8
Cc1ccc(NC(=O)CN(C)C(=O)c2cccc(S(=O)(=O)NCc3ccccc3)c2)cc1
→ 95	97	0.0	98	98	103	104	-1
O=C(O)/C=C/c1cccc2c1OCCO2
→ 108	124	-0.1	91	90	91	97	2
O=C(NNC(=S)Nc1ccc(Cl)cc1)c1ccccc1
→ 98	103	-0.3	101	100	98	94	9
COc1ccc(N(CC(=O)NC(C)(C)C)S(=O)(=O)c2ccccc2)cc1OC
→ 99	97	0.0	93	95	92	101	1
CCSc1nnc(Cc2cc(=O)[nH]c(=O)[nH]2)n1-c1cccc(C)c1
→ 99	105	0.2	105	103	99	112	-1
CC1(C)Cc2c(cnn2-c2ccccc2)C(NC(=O)c2ccc[n+]([O-])c2)C1 (configuration not stated)
→ 88	98	-0.1	99	109	108	99	-2
CC(C)C(=O)N1CCC(n2nccc2NC(=O)CCOc2ccccc2)CC1
→ 117	91	2.9	92	114	96	102	nt
CCOC(=O)c1c(C)[nH]c(-c2csc(C)n2)c1C
→ 95	97	0.1	96	105	101	101	45
COc1ccc(OC)c(S(=O)(=O)NCc2ccccc2)c1
→ 105	102	0.1	109	105	107	105	0
Cc1ccc(S(=O)(=O)N(c2cccc(C)c2)C2CCS(=O)(=O)C2)cc1 (configuration not stated)
→ 109	106	0.0	95	103	91	97	1
CCCCN(CCCC)NC(=O)c1ccccc1
→ 112	104	0.0	101	97	96	98	9
O=C(CNS(=O)(=O)c1cccs1)N1CCN(c2ccccc2F)CC1
→ 98	100	0.1	105	105	109	94	2
COc1ccc(N(CC(=O)Nc2ccccc2C(=O)NCC(C)C)S(C)(=O)=O)cc1
→ 88	87	0.3	93	103	93	97	20
COc1cc(C(=O)N(C)CC(=O)Nc2cccc(F)c2)ccc1OCc1ccccc1
→ 82	110	0.0	112	105	100	99	0
COC(=O)C1=C(NC(=O)C(C)(C)C)CCS1
→ 95	99	0.0	103	110	100	101	0
